ABCB1 inh – inhibitors of human ABCB1 transporter, ABCG2 counter-screen; CCRF-Adr cells, JC-1 efflux, flow cytometry; inhibition, % at 6.6 µM; 190,000 compounds, 0.067% hits; AID 1326; in the data active means inhibition above about 40%;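 further: 0% = vehicle and 100% = reference inhibitor; higher value means more JC-1 retained so stronger ABCB1 efflux block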
Pf gametocyte – kills late stage P. falciparum gametocytes | P. falciparum stage V gametocytes, ATP luminescence, 24 h | inhibition, % at 10.9 µM | 150,000 compounds, 0.065% hits;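 active means inhibition above the mean plus 3 SD of compounds within the control limits, set per campaign, cut at about 38% in these data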;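 further: 0% = DMSO wells and 100% = medium only without gametocytes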
Rac1 act GTP bind – human Rac1 activated mutant GTP binding change; P63000; GST-Rac1 activated beads, fluorescent GTP binding, flow cytometry; actives lie on both sides; 100% means binding = to untreated wells; 190,000 compounds, 0.11% hits; percent activity (GTP binding), % at 10 µM;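 active means GTP binding at least 20 percentage points away from the 100% baseline, in either direction, so actives lie on both sides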
ABCG2 block – human ABCG2 inhibition, ABCB1 as counter-screen | inhibition, % at 6.6 µM | IgMXP3 cells, JC-1 efflux, flow cytometry | 190,000 compounds, 0.1% hits;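 active means inhibition above 80%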;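 further: 0% = DMSO and 100% = nicardipine control wells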
Target sequence (Q9UNQ0 whole entry, looked up): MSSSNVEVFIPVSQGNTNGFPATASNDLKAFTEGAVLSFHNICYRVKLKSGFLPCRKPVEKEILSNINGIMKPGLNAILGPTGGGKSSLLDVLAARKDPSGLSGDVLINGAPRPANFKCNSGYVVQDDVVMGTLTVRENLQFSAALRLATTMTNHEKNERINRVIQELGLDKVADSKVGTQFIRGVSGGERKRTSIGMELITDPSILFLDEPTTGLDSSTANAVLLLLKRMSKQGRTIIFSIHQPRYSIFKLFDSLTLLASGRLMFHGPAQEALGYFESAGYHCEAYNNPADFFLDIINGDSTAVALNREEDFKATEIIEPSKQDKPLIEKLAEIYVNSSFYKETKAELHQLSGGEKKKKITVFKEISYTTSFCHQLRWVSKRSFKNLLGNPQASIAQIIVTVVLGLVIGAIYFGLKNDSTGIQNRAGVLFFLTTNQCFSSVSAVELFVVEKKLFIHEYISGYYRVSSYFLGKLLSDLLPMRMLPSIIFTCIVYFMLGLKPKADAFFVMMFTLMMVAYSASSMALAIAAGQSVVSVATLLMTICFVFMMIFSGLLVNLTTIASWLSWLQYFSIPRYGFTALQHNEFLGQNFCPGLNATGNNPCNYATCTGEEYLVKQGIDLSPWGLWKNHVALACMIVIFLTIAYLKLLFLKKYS
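material = IgMXP3 (ABCG2) plus far-red-tagged CCRF-Adr (ABCB1) cells | amount = 3 million cells/mL, equal mix of both lines | also added = JC-1 transporter substrate | dosing = one concentration, 6.6 µM final | schedule = 10 min at 25 °C | measured by = flow cytometric JC-1 green MFI at 530 nm | read-out basis = percent efflux inhibition, scaled nicardipine 100% to DMSO 0%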
HRas wt GTP – modulators of GTP binding to human HRas wildtype; GTP binding activity, % at 10 µM; GST-Ras wt beads, Bodipy-FL-GTP binding, flow cytometry; actives lie on both sides; 190,000 compounds, 0.14% hits; AID 759;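 active means GTP binding activity at least 20% away from the 100% baseline, either lowered as inhibitor or raised as activator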;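 further: 0% = unlabeled GTP competition control and 100% = no-compound control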
Cdc42 wt GTP – changes GTP binding to wildtype human Cdc42; P60953; GST-Cdc42 beads, Bodipy-GTP binding, flow cytometry; actives lie on both sides; percent activity (GTP binding), % at 10 µM; 190,000 compounds, 0.2% hits; AID 761;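 active means percent activity GTP binding at least 20 points away from the 100% baseline, either down as inhibitor or up as activator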;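 further: median bead fluorescence of bound Bodipy-FL-GTP at 100 nM; 0% = excess unlabeled GTP control and 100% = no compound control; below 100% means less GTP binding so inhibitor and above means activator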
Avidin fluor – avidin bead compound fluorescence profile. fluorescence (KMESF) at 10 µM. Avidin beads, compound fluorescence 488/530 nm, flow cytometry; active compounds read high. AID 1775. 220,000 compounds, 0.38% hits; in the data active means fluorescence above about 47; further: inactives centre near 10
Rab2 wt GTP – changes GTP binding to wildtype dog Rab2A, up or down; GST-Rab2 wt beads, Bodipy-GTP binding, flow cytometry; GTP binding activity, % at 10 µM; 190,000 compounds, 0.19% hits; AID 760;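 active means GTP binding activity at least 20 points away from 100%, either lowered or raised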;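 further: 0% = beads with excess unlabeled GTP and 100% = no-compound control corrected for plate trend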
Mcl1 Noxa PPI – disrupts binding of human Mcl-1 to Noxa peptide. TR-FRET Mcl-1/Noxa peptide binding, 2 h. inhibition, % at 21.7 µM. 220,000 compounds, 1.5% hits;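 active means compounds that cut the protein-peptide binding signal by more than 50% relative to plate controls in a single-dose test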;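 further: His-tagged Mcl-1 with rhodamine Noxa BH3 peptide and terbium anti-His antibody; 0% = Mcl-1 plus Noxa peptide wells and 100% = peptide-only wells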
Target sequence (Q07820 whole entry, looked up): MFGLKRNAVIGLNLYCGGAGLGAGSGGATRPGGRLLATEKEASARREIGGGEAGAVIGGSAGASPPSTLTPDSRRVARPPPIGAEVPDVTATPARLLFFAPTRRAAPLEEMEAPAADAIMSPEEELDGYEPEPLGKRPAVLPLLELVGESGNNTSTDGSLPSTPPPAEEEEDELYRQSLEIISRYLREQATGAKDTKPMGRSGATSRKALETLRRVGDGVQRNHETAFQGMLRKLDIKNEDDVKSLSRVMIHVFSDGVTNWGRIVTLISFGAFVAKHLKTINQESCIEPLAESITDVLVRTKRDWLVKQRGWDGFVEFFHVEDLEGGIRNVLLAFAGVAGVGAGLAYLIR
Rac1 wt modul – alters GTP binding to wildtype human Rac1; GTP binding activity (% of control), % at 10 µM; P63000; 190,000 compounds, 0.27% hits; GST-Rac1 beads, fluorescent GTP binding, flow cytometry; actives lie on both sides; 0 = cold GTP competed, 100 = untreated;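 active means GTP binding activity at least 20 points away from the 100% control level, either lower or higher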
Rab7 wt modul – dog Rab7 wildtype GTP binding, inhibitors and activators; GST-Rab7 beads, fluorescent GTP binding, flow cytometry; actives lie on both sides; untreated = 100%, excess cold GTP = 0%; GTP binding activity (percent of control), % at 10 µM; 190,000 compounds, 0.055% hits; AID 758;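 active means fluorescent GTP binding to Rab7 beads changed by at least 20 points from the 100% baseline, either direction, mostly lower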;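 further: median green fluorescence of bound Bodipy-FL-GTP per Rab7 bead population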
An asterisk follows results filed as active; nt = not tested or not shown. Outcome played no part in choosing rows; any-hit rate near 2.3%.

SMILES	ABCB1 inh	Pf gametocyte	Rac1 act GTP bind	ABCG2 block	HRas wt GTP	Cdc42 wt GTP	Avidin fluor	Rab2 wt GTP	Mcl1 Noxa PPI	Rac1 wt modul	Rab7 wt modul
Cc1ccc(C(=O)n2c(-c3ccccc3)cnc2SCC(=O)Nc2ccc(C)cc2C)cc1	3.4	19	100	17	100	101	13	98	-7	103	103
CCC(C)(C)n1nnnc1C(c1ccccn1)N1CCCCC1 (stereo not given)	0.6	nt	97	4	101	101	4	103	-12	102	102
COC(=O)c1[nH]c(=O)c2ccccc2c1OCc1ccccc1	1.1	9	97	3	100	101	7	100	1	99	96
O=C(N/N=C/c1ccc[nH]1)c1cccc([N+](=O)[O-])c1	0.8	9	101	15	101	103	19	100	-2	103	103
CC(=O)c1ccc(O)c(CSC2=NCCS2)c1	0.2	4	94	3	95	100	24	97	0	97	85
Cc1cccc(-n2c(SCN3C(=O)c4ccccc4C3=O)nc3ccccc3c2=O)c1	26	0	101	10	98	99	14	99	-32	101	97
CCOC(=O)C1CCCCN1Cc1ccccc1C(F)(F)F (stereo not given)	0.0	15	95	0	96	98	5	93	31	99	94
O=C(COc1cc(Cl)c(Cl)cc1Cl)NCCN1CCOCC1	0.6	nt	96	2	104	101	10	101	16	103	101
Cc1cccc(C)c1Nc1nnc(SC(C)C(=O)Nc2c(C)n(C)n(-c3ccccc3)c2=O)s1 (stereo not given)	-0.8	6	98	-2	98	101	13	98	2	101	98
COc1ccc(OC)c(NC(=O)CN(C)S(=O)(=O)c2ccc3nc(C)sc3c2)c1	2.0	13	98	21	95	95	4	94	19	100	95
O=C(CSc1n[nH]c(-c2cccs2)n1)N1CCN(S(=O)(=O)c2ccccc2)CC1	0.9	-7	102	23	103	102	14	100	7	111	104
CCOCCCNC(=O)C1CCN(S(=O)(=O)N2CC(C)CC(C)C2)CC1 (stereo not given)	0.3	nt	97	1	101	102	7	103	-13	100	102
Cc1ccc(S(=O)(=O)N2CCN(S(=O)(=O)N(C)C)CC2)c(C)c1	1.2	nt	98	3	100	100	7	98	2	100	98
CC(C)CCNC(=O)c1ccc(CSCc2cccc(F)c2)o1	-0.5	nt	95	43	94	94	13	95	8	99	97
Nn1c(Cc2cccc3ccccc23)nnc1SCc1ccccc1	0.4	2	103	2	100	102	14	100	14	102	96
C/C(=N\NC(=O)c1nn(C)c(C)c1Br)c1ccc(NC(=O)c2ccoc2C)cc1	0.1	23	96	2	95	96	6	95	8	97	94
CCN1C(=O)/C(=C2/C=CC=CN2C)SC1=S	-2.2	-19	98	0	99	99	8	97	6	101	101
CC1(C)CC(C(=O)Nc2nccs2)CCO1 (stereo not given)	0.0	-35	91	1	98	93	13	96	-8	92	101
CC(=O)CSc1nnc2c3ccccc3nc(C(C)(C)C)n12	0.6	-4	93	2	93	91	9	95	3	93	95
Cc1ccc(NC(=O)COC(=O)/C=C/c2c(C)nn(-c3ccc(F)cc3)c2Cl)cc1F	0.0	8	96	-3	99	94	3	94	4	95	102
CSc1ccccc1N=Cc1nc(-c2ccccc2)oc1O	-0.1	nt	93	-1	95	94	24	95	-4	96	96
O=C(NCc1ccccn1)c1cc(Br)ccc1Cl	0.4	12	93	2	100	98	8	99	15	95	102
COc1ccc(C2CC(c3ccccc3)=NN2C(=O)COC(=O)c2cccc(S(=O)(=O)N3CCOCC3)c2)cc1 (stereo not given)	4.0	20	99	1	98	103	15	96	-7	105	96
Cc1noc(C)c1S(=O)(=O)NC1CCCc2ccccc21 (stereo not given)	0.3	nt	99	1	101	108	25	97	6	109	96
Cc1ccc(NC(=O)CC(O)(C(F)(F)F)C(F)(F)F)cc1	0.3	-9	97	4	97	98	10	97	0	97	94
COc1ccc(NC(=O)CN2CCN(CC(=O)Nc3ccccc3Cl)CC2)cc1Cl	0.2	-13	97	0	97	99	9	95	5	99	93
c1ccc(-c2cnc(CSc3ncnc4sccc34)o2)cc1	1.1	nt	98	15	99	100	34	100	6	102	99
CCOC(=O)/C(C#N)=C(/C)c1ccc(OC)cc1	-0.2	nt	96	5	100	98	7	99	-18	103	100
OCCNc1nc2ccccc2n1CCN1CCCCC1	2.8	nt	99	27	100	103	3	99	37	102	97
O=[N+]([O-])c1ccc(C(=S)N2CCCC2)cc1	0.1	nt	91	5	93	98	8	93	3	93	94
Cc1cc2nc(SCC(=O)Nc3nonc3C)c3c(c2cc1C)CCCC3	0.9	10	100	3	101	101	37	99	-38	102	100
Cc1cc(S(=O)(=O)NCC(C)C)ccc1OCC(=O)NCc1ccccn1	0.0	-13	98	13	103	102	6	98	2	108	100
CCOc1cc(C(=O)NC(C)Cc2cccs2)cc(OCC)c1OCC (stereo not given)	0.0	nt	93	7	97	94	9	96	11	100	104
C=C(C)C1CC=C(C)/C(=N/NC(=O)COc2ccccc2C)C1 (stereo not given)	1.3	5	101	7	98	102	3	98	11	100	98
Cc1ccc(S(=O)(=O)NCCC(c2ccccc2)c2ccccc2)cc1C(=O)O	-0.5	-4	91	1	97	93	10	97	9	97	103
O=C(COc1ccccc1)N1CCN(C(=O)c2ccco2)CC1	0.5	8	99	5	101	101	9	101	9	104	100
C#CCOCCOCCOCCNc1nc(N2CCN(C(=O)[C@H]([C@@H](C)CC)n3cc([C@@H](N)Cc4ccc(O)cc4)nn3)CC2)nc(N2CCN(C(=O)[C@H](Cc3ccc(O)cc3)n3cc([C@@H](N)CC(C)C)nn3)CC2)n1	0.2	5	98	0	98	100	5	97	15	101	96
Cc1ccc(N2C(=O)CC(Cc3cccc(C)c3)C2=O)cc1 (stereo not given)	0.1	-9	97	4	97	99	11	96	7	100	96
O=C(Nc1ccccc1NC(=O)c1c(F)c(F)c(F)c(F)c1F)c1c(F)c(F)c(F)c(F)c1F	0.7	nt	99	2	99	100	5	99	5	102	101
Cc1ccc2c(c1)c(C)c(C)n2CC(O)Cn1nnc2ccccc21 (stereo not given)	0.3	-15	98	2	102	103	10	102	15	104	99
O=C(NCCc1ccccc1)N1c2ccccc2Sc2ccccc21	0.6	nt	98	2	100	99	9	98	12	100	98
COc1ccc(Cl)cc1NC(=O)CCNC(=O)OCc1ccccc1	0.8	nt	92	8	95	90	6	96	-34	91	99
COC(/C=C/Nc1ccc(C)c(C)c1)=C(C#N)C#N	0.0	nt	102	0	108	106	14	105	1	104	102
Cc1ccc(-c2cc(C(F)F)nc(NCC3CCCO3)n2)cc1 (stereo not given)	0.4	5	101	3	110	110	18	111	8	106	109
CCN1CCN(S(=O)(=O)c2ccc(Br)s2)CC1	0.2	-1	96	2	101	98	10	100	-3	98	102
COc1ccc2nc(-c3ccc(N)cc3)[nH]c2c1	-0.2	nt	101	0	100	100	7	99	22	103	100
CCOC(=O)C(NC(=O)NCc1ccc(F)cc1)(OCC)C(F)(F)F (stereo not given)	0.2	9	101	0	100	102	14	101	5	104	101
NC(=O)Cn1nnc(-c2ccc(C(F)(F)F)cc2)n1	1.2	-16	97	3	100	101	13	100	9	106	102
CCOC(=O)C1C(=O)CC(C)(O)C(C(=O)OCC)C1c1ccc(OCC)cc1 (stereo not given)	-0.1	nt	100	-1	102	101	7	102	-12	103	103
NNC(=O)CNC(c1ccccc1)c1cc(Br)ccc1NC(=O)c1ccccc1Br (stereo not given)	0.8	nt	97	-1	102	101	14	101	-22	100	98
COc1cc(OC)cc(C(=O)NC(=S)Nc2ccc(NC(=O)c3ccco3)cc2)c1	0.0	nt	99	-4	99	100	11	96	25	102	95
COc1ccc(C(CNC(=O)CN2C(=O)NC3(CC(C)CC(C)(C)C3)C2=O)N2CCOCC2)cc1 (stereo not given)	0.3	-25	96	1	98	101	11	97	9	95	95
CCS(=O)(=O)c1ccc(O)c(NC(=O)/C=C/c2ccccc2)c1	0.0	-8	96	3	98	97	8	99	12	99	105
Cc1ccc2c(c1)N(CC(=O)Nc1ccc3c(c1)OCCO3)C(=O)CO2	0.6	-7	103	0	100	105	17	100	-13	106	95
COc1ccc2c(c1)-c1nc(NC(=O)c3cccs3)sc1CC2	-0.1	nt	97	1	99	95	29	94	28	97	94
COc1ccc(Nc2cc(C(=O)N3CCc4ccccc4C3)c3ccccc3n2)c(OC)c1	4.5	11	97	5	97	97	9	97	11	100	96
CN(C)S(=O)(=O)c1cc(NC(=O)CN2CCNC(=O)C2)ccc1Cl	0.7	16	102	-9	102	106	9	100	3	106	100
O=C(CSC1=NCCS1)NCc1ccco1	-0.1	21	100	0	102	102	17	101	6	100	99
COCCn1c(N2CCN(c3ccccc3)CC2)nc2c1c(=O)n(C)c(=O)n2C	0.4	nt	96	1	95	96	11	98	-10	95	94
COc1ccc(Br)cc1S(=O)(=O)n1ccnc1	-0.2	16	95	-1	98	93	9	98	0	96	97

One compound at a time (already shown). Order of screens: ABCB1 inh	Pf gametocyte	Rac1 act GTP bind	ABCG2 block	HRas wt GTP	Cdc42 wt GTP	Avidin fluor	Rab2 wt GTP	Mcl1 Noxa PPI	Rac1 wt modul	Rab7 wt modul
NNC(=O)CNC(c1ccccc1)c1cc(Br)ccc1NC(=O)c1ccccc1Br (stereo not given) is listed as 0.8	nt	97	-1	102	101	14	101	-22	100	98
COc1cc(OC)cc(C(=O)NC(=S)Nc2ccc(NC(=O)c3ccco3)cc2)c1 is listed as 0.0	nt	99	-4	99	100	11	96	25	102	95
COCCn1c(N2CCN(c3ccccc3)CC2)nc2c1c(=O)n(C)c(=O)n2C is listed as 0.4	nt	96	1	95	96	11	98	-10	95	94

(further entries)
SMILES	ABCB1 inh	Pf gametocyte	Rac1 act GTP bind	ABCG2 block	HRas wt GTP	Cdc42 wt GTP	Avidin fluor	Rab2 wt GTP	Mcl1 Noxa PPI	Rac1 wt modul	Rab7 wt modul
COc1cc(/C=C2/C(=N)N3C=CSC3=NC2=O)ccc1OCCCOc1cc(C)ccc1C	-0.6	nt	94	-2	95	96	9	96	15	95	99
CCOC(=O)N1CCN(C(=O)c2ccccc2NC(=O)c2ccc(Br)cc2)CC1	0.3	2	99	-3	102	101	3	99	12	103	101
CN(C)c1ccc(NC(=O)Oc2ccccc2)cc1	-0.5	nt	99	-1	102	100	5	101	37	102	102
Cc1ccc(-c2cc(C(F)(F)F)nc(SCC(=O)c3cccc([N+](=O)[O-])c3)n2)cc1	0.2	nt	95	4	97	95	10	95	-16	94	97
COc1cc(-c2nc3ccccn3c2/N=C/c2ccc(F)cc2)ccc1O	0.8	-5	95	29	91	90	8	92	20	89	90
CC(=O)N1CCN(c2c(F)c(F)c(C(F)(F)F)c(F)c2F)CC1	1.0	7	97	2	100	103	9	102	7	103	109
CCOC(=O)c1c(NC(=S)Nc2ccc(Cl)cc2)sc(C)c1C	0.4	nt	98	4	99	103	7	97	3	98	94
CC(C)Oc1ccc(C(=O)NCc2cccs2)cc1	0.5	-6	95	3	96	99	15	96	9	95	96
